ROC1-CUL1 inh: human ROC1-CUL1 E3 ligase inhibition. P62877+Q13616. in vitro K48 di-Ub FRET, acceptor:donor ratio, 45 min. inhibition, % at 10 µM. AID 1347404. actives 0.6% (n = 140,000); in the data active = inhibition above about 25%
Target sequence (P62877 whole entry, looked up): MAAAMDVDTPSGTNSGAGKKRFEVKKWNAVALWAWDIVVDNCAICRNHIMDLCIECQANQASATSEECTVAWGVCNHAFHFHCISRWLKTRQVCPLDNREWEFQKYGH
Target sequence (Q13616 whole entry, looked up): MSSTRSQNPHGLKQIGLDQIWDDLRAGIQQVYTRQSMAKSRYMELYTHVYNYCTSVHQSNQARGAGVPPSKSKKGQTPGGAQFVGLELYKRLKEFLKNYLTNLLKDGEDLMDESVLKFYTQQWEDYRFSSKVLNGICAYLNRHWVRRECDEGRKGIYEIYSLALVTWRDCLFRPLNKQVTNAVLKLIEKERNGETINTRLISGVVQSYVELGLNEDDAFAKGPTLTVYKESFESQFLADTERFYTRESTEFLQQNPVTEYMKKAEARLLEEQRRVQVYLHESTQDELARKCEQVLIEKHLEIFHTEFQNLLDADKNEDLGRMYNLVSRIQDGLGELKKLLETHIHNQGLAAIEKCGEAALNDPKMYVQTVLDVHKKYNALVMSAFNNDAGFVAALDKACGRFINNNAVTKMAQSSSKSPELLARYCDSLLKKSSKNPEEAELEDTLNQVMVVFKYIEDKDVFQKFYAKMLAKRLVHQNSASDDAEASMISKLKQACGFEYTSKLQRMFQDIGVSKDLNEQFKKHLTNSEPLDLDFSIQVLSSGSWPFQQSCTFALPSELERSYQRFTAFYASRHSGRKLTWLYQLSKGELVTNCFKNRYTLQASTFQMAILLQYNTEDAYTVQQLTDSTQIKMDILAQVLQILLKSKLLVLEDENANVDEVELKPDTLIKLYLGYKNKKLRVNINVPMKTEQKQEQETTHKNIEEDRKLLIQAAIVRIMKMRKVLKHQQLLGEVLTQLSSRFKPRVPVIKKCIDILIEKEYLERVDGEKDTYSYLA
Starred values were filed as active, the others as inactive; & = joins results of further samples.

SMILES | ROC1-CUL1 inh
CCCCN(CCCC)C(=O)c1nsnc1-c1ccccc1O | 1
Cc1ccc(OCCCOc2cccc(/C=C3\C(=O)NN(c4ccccc4)C3=O)c2)cc1 | 25*
CC(C)CCCC1CN(S(=O)(=O)N2CCOCC2)CCO1 (stereo unspecified) | -10
CCc1cccc(C)c1NC(=O)c1ccc(N2CCOCC2)cc1 | -2
COc1ccc(N=CC2C(=O)N(c3ccc(C)cc3C)C(=O)c3cc(OC)ccc32)cc1 (stereo unspecified) | -7
NS(=O)(=O)c1ccc(NC(=O)Nc2cccc(Cl)c2)cc1 | -1
CCc1nnc(SCc2nc(-c3cccc(Cl)c3)oc2C)c2cc3sc(C)cc3n12 | -5
O=C(CC(=O)c1ccccc1)CC(=O)c1ccccc1 | 4
Cc1ccc(NCc2cccn2-c2nnc(N3CCC(C(=O)NCCC(C)C)CC3)s2)cc1 | -12
COc1cccc(N2CCN(C(=O)c3cnc4c(-c5ccc(F)cc5)c(C)nn4c3C)CC2)c1 | -9

Molecules shown so far that contain sulfur, in the order listed:
SMILES | ROC1-CUL1 inh
CCCCN(CCCC)C(=O)c1nsnc1-c1ccccc1O | 1
CC(C)CCCC1CN(S(=O)(=O)N2CCOCC2)CCO1 (stereo unspecified) | -10
NS(=O)(=O)c1ccc(NC(=O)Nc2cccc(Cl)c2)cc1 | -1
CCc1nnc(SCc2nc(-c3cccc(Cl)c3)oc2C)c2cc3sc(C)cc3n12 | -5
Cc1ccc(NCc2cccn2-c2nnc(N3CCC(C(=O)NCCC(C)C)CC3)s2)cc1 | -12

The list continues.
SMILES | ROC1-CUL1 inh
C/C(=C\c1ccco1)CN1CCc2[nH]nc(-c3ccc4c(c3)OCO4)c2C1 | -2
CCCC(=O)C1C(=O)CC(C)(C)CC1=Nc1ccc2ccccc2c1 (stereo unspecified) | -3
CC(O)c1cccc(NC(=O)COc2ccccc2)c1 (stereo unspecified) | -3
COc1ccc(N=C2C=C(C(C)(C)C)C(=O)C(C(C)(C)C)=C2)c(N)c1 | 0
Cc1ccc(NS(=O)(=O)c2cccc(S(=O)(=O)c3ccc(Cl)cc3)c2)cc1C | -6
CC(=O)c1ccc(OC(=O)c2c(-c3ccccc3Cl)noc2C)cc1 | -5&2
COCCC(=O)Nc1ccc2c(c1)CN(Cc1ccc3cc(F)ccc3n1)CC2 | 4
Cc1ccc2oc(-c3ccc(Cl)c(NC(=O)c4cc([N+](=O)[O-])c(C)c([N+](=O)[O-])c4)c3)nc2c1 | 5
c1ccc(C(c2ccccc2)(c2ccccc2)c2cc3ccccc3[nH]2)cc1 | -1
COc1ccc2ncc3cnccc3c2c1 | 6
CC(=O)N1CCN(S(=O)(=O)c2ccc(N3CCCC3=O)cc2)CC1 | -5
O=C(CSc1ncnc2c1oc1ccccc12)NC1CCCCC1 | 8
CC(C)(C)c1ccc(C(=O)NC2=NC(c3cccc(F)c3)CC(=O)N2)cc1 (stereo unspecified) | 4
CN(C)/C=C(\C(=O)c1ccc(Cl)cc1)c1nnnn1-c1ccc(Cl)cc1 | -4
CCCn1cc(-c2ccnc(N3CCN(Cc4csc(C)n4)CC3)n2)c(C)n1 | 3
COc1ccc(C(=O)Nc2ccc(-c3csc(C)n3)cc2)cc1 | -3
NC(=O)c1cccnc1Oc1cccc(Cl)c1 | 3
C=CCOc1c(Cl)cc(/C=C2/SC(=O)NC2=O)cc1OCC | 11
C=CCOc1ccc(/C=C/C(=O)O)cc1Cl | -3
C=CCOc1ccc(C(=O)NC(C)C)cc1Br | 6
CCC1C(=O)Nc2cc(OC)ccc2C1=O (stereo unspecified) | -6
COc1ccccc1-c1nnc(SCC(=O)c2ccc(F)cc2)n1-c1ccccc1 | 9
O=C(O)C1CCCCC1C(=O)NCC1CCCO1 (stereo unspecified) | 1
CCc1nccn1S(=O)(=O)c1cc(C(C)C)c(C)cc1OC | 7
Cc1cc(=O)[nH]c(N2CCCCC2)n1 | 9
CCN(CC)S(=O)(=O)c1ccc(NC(=O)c2ccc3c(=O)n4c(nc3c2)CCCCC4)cc1 | 0
CCCSc1ccc2nc(NC(C)=O)[nH]c2c1 | -8
CCOC(=O)c1cc(-c2ccc(OC)cc2)n(CCC(=O)NCc2ccc(OC)cc2)c1C | 3
CC[C@@]1(C(=O)OC)C[C@H](C(=O)NC2CCC(O)CC2)[C@H](c2ccc(F)cc2)N1C (stereo partly specified) | 0
Cc1ccc(NC(=S)NC(=O)c2ccc(Cl)cc2Cl)cc1 | 6
COc1cc(C(=O)Nc2ccc(Br)cc2C)cc(OC)c1OC | 0
CC(=O)Nc1ccc(S(=O)(=O)NNS(=O)(=O)c2ccc(NC(C)=O)cc2)cc1 | 7
Cc1ccc(-c2nnc3sc(-c4ccccn4)nn23)cc1 | -5
O=c1cc(C(F)(F)F)nc(N2CCN(Cc3ccccc3)CC2)[nH]1 | 5
CC(Oc1ccccc1Cl)C(=O)N1CCN(c2ccccc2)CC1 (stereo unspecified) | 8
CSCC(=O)N1CCC2(CCCN(Cc3cccnc3)C2=O)C1 (stereo unspecified) | 2
COc1ccc(CNC(=O)C2CCN(C(=O)c3cnn(-c4ccccc4)c3-n3cccc3)CC2)cc1 | 1
COc1ccc(CCNC(=O)C23CCC(C)(C(=O)C2=O)C3(C)C)cc1OC (stereo unspecified) | 14
COc1ccc(C(=O)N2c3nc(-c4ccco4)nn3C3(CCCCC3)[C@@H]3CCCC[C@@H]32)cc1OC | 3
O=c1oc(-c2cccs2)nc2ccc(Cl)cc12 | 3
CCCN(Cc1cccs1)C(=O)Nc1ccccc1C | 11
CSc1ccccc1-n1nnnc1SCc1ccccc1 | -4
O=C(CCC(=O)Nc1ccccc1Cl)N/N=C1\CCCc2ccccc21 | 4
O=c1c2ccccc2nc(-c2ccccc2)n1Nc1ccc(Br)cc1 | 4
CN1CCN(CC(O)COCC2COc3ccccc3O2)CC1 (stereo unspecified) | 8
Cc1ccc(C(=O)CSc2nn3c(=O)c(C(C)(C)C)nnc3s2)cc1 | -2
CCOC(=O)N1C2C=C(C)C(C3C(C)C(=O)N31)N(C(=O)c1ccccc1)O2 (stereo unspecified) | 1
COC1=CC(=Cc2c(N)n3cc(C)sc3nc2=O)C=CC1=O | 4
S=C(c1ccc(Cl)cc1)N1CCCCCC1 | -1
CCN1CC=C2C(C#N)C(=N)C(C#N)(C#N)[C@H](c3ccc(OC)c4ccccc34)[C@H]2C1 (stereo partly specified) | -10

Next section:
SMILES | ROC1-CUL1 inh
CC(C)(C)c1ccc(C2Nc3ccccc3C(=O)N2c2ccc(Br)cc2)cc1 (stereo unspecified) | 2
CC1CCN(C(=O)CSc2nc(-c3ccc(F)cc3)cc(C(F)(F)F)n2)CC1 | 6
C/C(=N/OCC(=O)NCCCCCCNC(=O)CO/N=C(/C)c1cccs1)c1cccs1 | 4
Nc1nonc1-c1nc2ccccc2n1Cc1ccccc1Cl | 1
Cc1ccc(C2CC(c3ccccc3)=Nc3nc(NS(=O)(=O)c4ccccc4)nn32)cc1 (stereo unspecified) | 12
CC1=CC(C)(C)N(C(=O)CN2C(=O)c3ccccc3C2=O)c2cc(C)ccc21 | 1
CCc1c(C#N)c(=O)[nH]c(=O)n1-c1ccccc1 | -11
CC(C)(C)C(=O)N1CCN(Cc2ccc(Cl)cc2Cl)CC1 | 7
CN(CCc1ccccn1)C(=O)c1cc(COc2ccc3c(c2)OCO3)[nH]n1 | -2
CC(=O)c1ccc(N=CC2C(=O)NC(=O)N(c3ccc(C)cc3)C2=O)cc1 (stereo unspecified) | 1

Structures above that bear a hit mark in ROC1-CUL1 inh:
SMILES | ROC1-CUL1 inh
Cc1ccc(OCCCOc2cccc(/C=C3\C(=O)NN(c4ccccc4)C3=O)c2)cc1 | 25*

(continued)
SMILES | ROC1-CUL1 inh
CCc1cccc(C)c1NC(=O)CSc1nc(C)cc(C)c1C(=O)Nc1ccccc1 | 13
CN1C(=O)C(Cc2ccccc2Cl)=NC1=S | 11
CC(C)(C)c1ccc(C(=O)NC(Cc2c[nH]c3ccccc23)C(=O)OCC(=O)c2ccc(Cl)cc2)cc1 (stereo unspecified) | 0
O=C(c1ccc2c(c1)OCO2)N1CCC(CN2C(=O)c3cccc4cccc(c34)C2=O)CC1 | 3
COc1ccc(S(=O)(=O)N2CCSCC2)cc1C(=O)NC1CCCC1 | 0
CCCC(=O)Nc1c2c(nc3ccccc13)N(c1ccccc1)CC2 | -13
Cc1cc(C(=O)N/N=C/c2ccc(O)cc2)n[nH]1 | 2
O[C@H]1[C@H](N2CCC3(CCCC3)C2)c2ccccc2C12CCNCC2 | 0
O=C(c1cnccn1)N1CCC2(CCCN(Cc3cccc(F)c3F)C2)C1 (stereo unspecified) | 6
CCC(=O)N1CCc2cc(CNS(=O)(=O)c3c(C)cc(C)cc3C)ccc21 | -2
O=C(Nc1ccccc1O)c1cccc(S(=O)(=O)N2CCOCC2)c1 | 0
Cc1cc(Cl)ccc1OC(C)C(=O)Nc1ccc(CC#N)cc1 (stereo unspecified) | -2
CN1CCC(OC(=O)c2cccc(Br)c2)CC1 | -3
O=C(Nc1ccc(Br)cn1)c1ccc2nccnc2c1 | 0
O=C(CCCOc1ccc(Cl)cc1)N1CCN(c2ccccc2)CC1 | 0
CCCN(CCC)CCCNC(=O)C1CCN(S(=O)(=O)c2cccc3nsnc23)CC1 | -3
O=C(O)c1nc(-c2ccccc2)ncc1-c1nnnn1-c1ccccc1 | 3
CN(Cc1ccccc1)C(=O)c1ccc(CSc2nc3cccnc3n2Cc2ccccc2)cc1 | 3
COC(=O)c1cc2oc(C)cc2n1Cc1ccc(Br)cc1F | 1
CCOC(=O)c1c(-c2ccc(Cl)cc2)csc1NC(=O)C(C)(C)C | 6
COc1cccc2sc(N(Cc3cccnc3)C(=O)c3ccc4c(c3)OCCO4)nc12 | -1
COc1ccc(OC)c(CNC(=O)c2nn(C)c3c2CS(=O)(=O)c2ccccc2-3)c1 | -1
CCC(C)CC(=O)NCCN1Cc2cc(OC)ccc2OC(CC)C1 (stereo unspecified) | 0
Cc1cccc(CS(=O)(=O)NC(C)(C)C)c1 | 7
CC(C)CCNC(=O)c1ccc(Cn2c(SCC(=O)NC(C)C)nc3ccccc3c2=O)cc1 | -1
C#CCN1C(=O)S/C(=C\c2ccc(OCC(=O)Nc3ccc(F)cc3)c(OC)c2)C1=O | -15
Cc1cccc(C(=O)NCC(=O)OCc2cc(=O)n3nc(CC(C)C)sc3n2)c1 | -3
O=C(c1cc2c(ccc3ccccc32)oc1=O)N1CCN(Cc2ccccc2)CC1 | 9
CNC(=O)Cn1c(=O)c2cccn2c2ccc(F)cc21 | -4
CCOc1ccccc1CN1CCc2nc(Nc3ccc4c(c3)OCCO4)ncc2C1 | 4
CCOC(=O)N1CCN(CC(O)COC(C)(C)C)CC1 (stereo unspecified) | 10
O=C(Cc1nc2ccccc2oc1=O)c1ccc(Br)cc1 | -2
O=c1cc(O)n(-c2ccc(F)cc2)c(=S)[nH]1 | -12
Cc1cc2c(cc1C)NC(CC(=O)Nc1cccc(C)c1C)C(=O)N2 (stereo unspecified) | 5
CN(C)c1nc(-c2ccc(Br)cc2)cs1 | 4
COc1cc(/C=C2\SC(=O)N(c3cccc(Cl)c3)C2=O)ccc1O | -2
Cc1cc2nc3c(=O)n(C)c(=O)n(C)c3nc2cc1N=CN(C)C | -5
CSc1ncc(CN2CCC(CO)(Cc3ccccc3Cl)CC2)cn1 | -2
COc1ccc(F)c(CN2CCCC(O)(CNC3CCC3)C2=O)c1 (stereo unspecified) | 12
O=C(/C=C/c1cccs1)c1ccc(OC(=O)c2cccs2)cc1 | 4
Cc1ccc(C)c(Cn2c3ccccc3c3cnn(CC(=O)NC(C)c4ccccc4)c(=O)c32)c1 (stereo unspecified) | -9
COc1ccc(C2CC(=O)N=C3C2C(=O)N=C2C(C)=CC=CN23)cc1 (stereo unspecified) | 7
O=[N+]([O-])c1cccc(C=Nc2ccc(-c3nc4ccccc4s3)cc2)c1 | 9
CCOC(=O)NC(=O)c1cn(CCN(C)C)c(=O)[nH]c1=O | -1
CC1=C(SC(C)(C)C)C(=O)c2ccccc2C1=O | -1
Cn1nnnc1SCC(=O)Nc1ccccc1F | -3
CC1=CC(C)(C)N(S(=O)(=O)c2ccc(F)cc2)c2ccc(C)cc21 | 6
Cc1ccc(CNC(=O)CCCn2nc(C)c3c(C)n(-c4ccccc4)nc3c2=O)cc1 | -8
CCCCCCn1c(=O)c2c(ncn2CC(O)CO)n(C)c1=O (stereo unspecified) | -6
Cc1nc2ccc(C(=O)N3CCc4c(cnc(C)c4CNC(=O)Cc4ccsc4)C3)cc2nc1C | 2

Remaining list, next part.
SMILES | ROC1-CUL1 inh
COc1ccc2c(c1)-c1c(ssc1=Nc1ccccc1)C(C)(C)N2 | -3
Cc1cccc(CSc2nnc(NC(=O)CSc3nnc(C)s3)s2)c1 | 3
O=C(Nc1cc2nn(-c3ccccc3)nc2cc1Cl)c1ccc(Br)cc1 | -6
NS(=O)(=O)c1ccc2[nH]c(=O)c3n[nH]c(=O)n3c2c1 | -7
COc1ccc(Br)cc1S(=O)(=O)Nc1cccc(-c2cn3ccsc3n2)c1 | 3
COc1ccccc1-c1nnc(SCC(=O)Nc2ccccc2F)o1 | 1
CC(C)N(Cc1cnn(C)c1)C(=O)c1cn(Cc2ccccc2F)nn1 | 0
O=c1cc2nc(-c3ccccc3)nc(SCc3cccc(Br)c3)n2[nH]1 | 13
COc1cc(C(=O)NCCCc2nc3ccccc3n2CC(C)C)cc(OC)c1OC | -5

Retrieved by compound from the list above, 7 records:
SMILES | ROC1-CUL1 inh
NS(=O)(=O)c1ccc2[nH]c(=O)c3n[nH]c(=O)n3c2c1 | -7
CCCCN(CCCC)C(=O)c1nsnc1-c1ccccc1O | 1
Cc1cccc(CSc2nnc(NC(=O)CSc3nnc(C)s3)s2)c1 | 3
CSCC(=O)N1CCC2(CCCN(Cc3cccnc3)C2=O)C1 (stereo unspecified) | 2
O=C(CC(=O)c1ccccc1)CC(=O)c1ccccc1 | 4
O=[N+]([O-])c1cccc(C=Nc2ccc(-c3nc4ccccc4s3)cc2)c1 | 9
CNC(=O)Cn1c(=O)c2cccn2c2ccc(F)cc21 | -4

Source: PubChem BioAssay

The list is partial, so the mix of outcomes need not match the whole.
